From PubChem BioAssay
V-ATPase pH = alters yeast V-ATPase proton transport. S. cerevisiae, pHLuorin cytosolic pH fluorescence. response, % at 10 µM. 350,000 compounds, 0.37% hits; in the data active means response mostly above about 7.3%, no sharp cut-off; inactive means mostly below about 5.4%; further: actives read high; inactives centre near 0; some compounds called inactive have numbers as strong as hits; reference of the scale not given here
Keap1 Nrf2 FP = inhibitors of human Keap1-Nrf2 protein-protein interaction; 340,000 compounds, 0.15% hits; AID 504523; Q14145; Keap1 Kelch-Nrf2 peptide fluorescence polarization, 1536-well; inhibition, % at 9.4 µM; in the data active means inhibition above about 12%;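 further: human Keap1 Kelch domain with fluorescein labeled Nrf2 9mer peptide probe; 0% = neutral control wells and 100% = peptide positive control; higher means more block of Keap1 binding to Nrf2 peptide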
RTF Ca sens act = increases calcium sensitivity of human cardiac regulated thin filaments | P19429+P45379 | IANBD-labeled TnC RTF fluorescence at EC20 calcium; 0% EC20 calcium, 100% full calcium | activation, % at 7.2 µM | 340,000 compounds, 0.24% hits | AID 493008;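 active means activation above the mean over all tested compounds plus 3 SD, cut at about 30% in these data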;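 further: rise in fluorescence read as greater calcium sensitivity of cardiac thin filaments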
OPRM1-OPRD1 ag = agonists of human mu-delta opioid receptor heterodimerization; P35372+P41143; cells, OPRM1-OPRD1 heterodimerization, luminescence; activation, % at 9.3 µM; 340,000 compounds, 0.3% hits; AID 504326; in the data active means activation above about 18%;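 further: 0% = vehicle-treated cells and 100% = reference agonist; values of inactives mirror those of a sister screen read the other way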
Target sequence (P35372 whole entry, looked up): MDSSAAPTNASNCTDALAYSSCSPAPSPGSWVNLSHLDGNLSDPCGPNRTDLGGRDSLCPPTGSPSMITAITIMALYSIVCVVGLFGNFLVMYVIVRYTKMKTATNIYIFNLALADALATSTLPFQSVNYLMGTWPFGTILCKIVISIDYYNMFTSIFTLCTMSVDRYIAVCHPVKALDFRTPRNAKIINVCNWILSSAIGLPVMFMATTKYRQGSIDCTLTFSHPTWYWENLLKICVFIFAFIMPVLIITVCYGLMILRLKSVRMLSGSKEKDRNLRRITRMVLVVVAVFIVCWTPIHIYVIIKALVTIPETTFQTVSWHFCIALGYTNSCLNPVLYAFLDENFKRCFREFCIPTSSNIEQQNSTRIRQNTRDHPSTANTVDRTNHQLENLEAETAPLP
Target sequence (P41143 whole entry, looked up): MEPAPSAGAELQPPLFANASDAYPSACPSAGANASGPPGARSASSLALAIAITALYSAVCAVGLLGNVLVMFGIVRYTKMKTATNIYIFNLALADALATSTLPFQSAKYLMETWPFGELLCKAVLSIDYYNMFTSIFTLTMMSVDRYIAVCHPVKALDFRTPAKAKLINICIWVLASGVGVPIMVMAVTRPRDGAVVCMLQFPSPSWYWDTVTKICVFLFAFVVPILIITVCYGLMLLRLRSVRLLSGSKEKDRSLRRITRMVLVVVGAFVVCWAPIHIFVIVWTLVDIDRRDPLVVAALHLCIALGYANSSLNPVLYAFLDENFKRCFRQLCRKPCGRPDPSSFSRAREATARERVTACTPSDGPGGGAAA
Arr AP2 block = blocks beta-arrestin peptide binding to AP2 adaptin | FITC-arrestin peptide / GST-AP2 beads, flow cytometry; AP2 beta2 appendage carries R879A mutation | inhibition, % at 10 µM | 340,000 compounds, 0.31% hits;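 active means inhibition above a set limit, near 3 SD of compounds lacking own fluorescence, cut at about 54% in these data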;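 further: plate controls were DMSO wells for no effect and 5 µM unlabelled arrestin peptide for full effect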
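Material – AP2 appendage R879A on GSH beads · Buffer or medium – PBS with 0.05% Tween 20 and 0.1% BSA · Probe or stimulus – fluorescein-tagged arrestin peptide at 50 nM final · Incubation – compound with beads 12 min RT, then probe 1 h RT · Detection – high-throughput flow cytometry of beads, ex 488, em 535 nm · Evaluation – percent response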
MOR-DOR inv ag = inverse agonists of human mu-delta opioid receptor heterodimerization. cell-based MOR-DOR heterodimer luminescence, inverse agonism. inhibition, % at 9.3 µM. 340,000 compounds, 0.21% hits; in the data active means inhibition above about 22%, passing the limit was not always enough;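 further: 0% = cells with DMSO and 100% = wells without cells with DMSO; values of inactives mirror those of a sister screen read the other way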
Pemphigus Ab inh = inhibitors of pemphigus antibody binding to human desmoglein-3; P32926; DSG3-coupled beads, scFv-anti-DSG3-GFP binding, flow cytometry; stronger effect = lower value; binding (percent of control), % at 10 µM; 310,000 compounds, 0.48% hits; AID 588358;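 active means binding more than 3 SD below its plate's average and above zero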; further: some compounds called inactive have numbers as strong as hits
LANA DNA inh = blocks KSHV LANA C-terminal domain binding to DNA; MBP-C-LANA/FAM-LBS DNA binding, fluorescence polarization; inhibition, % at 9 µM; 340,000 compounds, 0.078% hits;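 active means highest replicate inhibition at or above 60% at 9 µM, even if other replicates fall short; inactive means all replicates below 60% inhibition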;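 further: 0% = neutral control wells and 100% = 4 µM acridine orange control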
Cardiac RTF inh = cardiac RTF calcium desensitization; 340,000 compounds, 0.12% hits; IANBD-labeled cardiac RTF, Ca2+ fluorescence; P19429+P45379; inhibition, % at 7.15 µM;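 active means inhibition above the mean inhibition of all tested compounds plus 3 SD, cut at about 17% in these data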;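 further: assay run at fixed EC70 calcium of 1.6 mM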
Wnt act = activators of Wnt/beta-catenin signaling. AID 743398. 300,000 compounds, 1.2% hits. activation, % at 9.35 µM. Wnt/beta-catenin reporter cell assay, activator, plate reader; in the data active means activation above about 30%, passing the limit was not always enough;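 further: 0% = neutral control wells and 100% = positive control wells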
* hit, by the source's call. Not a hit list; 3.1% or so of the library scored in one or more.

`O=C(COC(=O)COc1ccc(Br)cc1)NCC1CCCO1` (centres undefined) gave V-ATPase pH -2, Keap1 Nrf2 FP -3, RTF Ca sens act -5, OPRM1-OPRD1 ag -2.4, Arr AP2 block -2, MOR-DOR inv ag 12, Pemphigus Ab inh 97, LANA DNA inh -1.4, Cardiac RTF inh -3 and Wnt act -8.
`CCCCNC(=O)c1cn(CC)c2cc(N3CCN(C)CC3)c(F)cc2c1=O` gave V-ATPase pH -1, Arr AP2 block 35, Pemphigus Ab inh 105 and Wnt act 1.
`OCC1(Cc2ccc(F)cc2)CCCN(CCCC(F)(F)F)C1` (centres undefined) gave V-ATPase pH 6, Keap1 Nrf2 FP 0, RTF Ca sens act -7, OPRM1-OPRD1 ag -0.8, Arr AP2 block 9, MOR-DOR inv ag 4, Pemphigus Ab inh 101, LANA DNA inh -0.1, Cardiac RTF inh 0 and Wnt act -1.
O=C(COc1ccc(Br)cc1)Nc1ccc(-c2nnc(-c3ccco3)o2)cc1 was read as V-ATPase pH 4, Keap1 Nrf2 FP -1, RTF Ca sens act 0, OPRM1-OPRD1 ag 0.9, Arr AP2 block -10, MOR-DOR inv ag -4, Pemphigus Ab inh 103, LANA DNA inh 0.5 and Cardiac RTF inh -3.
Cc1ccsc1/C=N/n1c(-c2ccncc2)n[nH]c1=S was read as V-ATPase pH 3, Keap1 Nrf2 FP -4, RTF Ca sens act -1, OPRM1-OPRD1 ag -2.2, Arr AP2 block -3, MOR-DOR inv ag 11, Pemphigus Ab inh 83, LANA DNA inh 1.6, Cardiac RTF inh -16 and Wnt act -5.
CCc1cc(=O)oc2cc(C)cc(OCC(=O)NC3CC3)c12 was read as V-ATPase pH 1, Keap1 Nrf2 FP -1, RTF Ca sens act -7, OPRM1-OPRD1 ag -2.8, Arr AP2 block 8, MOR-DOR inv ag 15, Pemphigus Ab inh 97, LANA DNA inh -0.7, Cardiac RTF inh -4 and Wnt act 2.
`O=C(Cn1nc(C(F)(F)F)c2c1CCC2)NCc1ccc(Cl)cc1` gave V-ATPase pH -3, Keap1 Nrf2 FP -5, RTF Ca sens act -2, OPRM1-OPRD1 ag 0.2, Arr AP2 block -4, MOR-DOR inv ag -1, Pemphigus Ab inh 107, LANA DNA inh 1.3 and Cardiac RTF inh 6.
Screening CCCCC(CC)CNC(=O)C1CCCN(S(=O)(=O)c2cnc[nH]2)C1 (centres undefined) returned V-ATPase pH -1, Keap1 Nrf2 FP 1, RTF Ca sens act -5, OPRM1-OPRD1 ag 0.1, Arr AP2 block -2, MOR-DOR inv ag -1, Pemphigus Ab inh 102, LANA DNA inh 0.0, Cardiac RTF inh -4 and Wnt act -7.
`Cc1cc(C)cc(N(C(C)C(=O)Nc2c(C)n(C)n(-c3ccccc3)c2=O)S(C)(=O)=O)c1` (centres undefined) gave V-ATPase pH -2, Keap1 Nrf2 FP -2, RTF Ca sens act -4, OPRM1-OPRD1 ag -1.8, Arr AP2 block 8, MOR-DOR inv ag 7, Pemphigus Ab inh 93, LANA DNA inh -0.8, Cardiac RTF inh -4 and Wnt act -3.
For Cc1ccc(S(=O)(=O)NCCC(=O)NCCOc2ccccc2)cc1 the results were V-ATPase pH -1, Keap1 Nrf2 FP 0, RTF Ca sens act -5, OPRM1-OPRD1 ag -1.0, Arr AP2 block -11, MOR-DOR inv ag 6, Pemphigus Ab inh 94, LANA DNA inh -0.6, Cardiac RTF inh 7 and Wnt act -2.
`CC1(C)CC2CC(C)(CN2C(=O)c2cc(-c3ccc(F)cc3)on2)C1` (centres undefined) gave V-ATPase pH 0, Keap1 Nrf2 FP 4, RTF Ca sens act -1, OPRM1-OPRD1 ag 1.0, Arr AP2 block 28, MOR-DOR inv ag -5, Pemphigus Ab inh 107, LANA DNA inh 3.0, Cardiac RTF inh 4 and Wnt act -2.
For O=C(CCN1C(=O)/C(=C/c2ccc(F)cc2)SC1=S)NNC(=O)c1cccnc1 the results were V-ATPase pH -2, Keap1 Nrf2 FP -5, RTF Ca sens act 2, OPRM1-OPRD1 ag 1.7, Arr AP2 block 3, MOR-DOR inv ag -9, Pemphigus Ab inh 88*, LANA DNA inh -2.7, Cardiac RTF inh -3 and Wnt act -1.
Screening CC(=O)Nc1ccccc1OCC(=O)c1cc(C)n(Cc2cccs2)c1C returned Keap1 Nrf2 FP -1, RTF Ca sens act 14, OPRM1-OPRD1 ag 1.4, Arr AP2 block 11, MOR-DOR inv ag -8, Pemphigus Ab inh 106, LANA DNA inh -0.1, Cardiac RTF inh -7 and Wnt act -18.
`O=[N+]([O-])c1cc(/C=N/Nc2nc(N3CCOCC3)nc(N3CCOCC3)n2)ccc1Cl` gave V-ATPase pH -1, Keap1 Nrf2 FP -5, RTF Ca sens act 0, OPRM1-OPRD1 ag -0.4, Arr AP2 block 10, MOR-DOR inv ag 3, Pemphigus Ab inh 109, LANA DNA inh -1.0 and Cardiac RTF inh 2.
Screening CCOC(=O)CCCCC(=O)c1[nH]c(=O)[nH]c1CSc1nnc2c3ccccc3n(C(C)C)c2n1 returned V-ATPase pH 0, Keap1 Nrf2 FP -4, RTF Ca sens act 3, OPRM1-OPRD1 ag -0.7, Arr AP2 block 7, MOR-DOR inv ag 3, Pemphigus Ab inh 104, LANA DNA inh -1.6 and Cardiac RTF inh -2.
O=C(COc1ccccc1)NCC(c1ccco1)N1CCN(c2ccc(F)cc2)CC1 (centres undefined) was read as V-ATPase pH -1, Keap1 Nrf2 FP -7, RTF Ca sens act 1, OPRM1-OPRD1 ag 1.4, Arr AP2 block 17, MOR-DOR inv ag -9, Pemphigus Ab inh 98, LANA DNA inh 5.8, Cardiac RTF inh -1 and Wnt act -2.
Screening Cc1cc(C)n(-c2c(F)c(F)c(CN3CCCCC3)c(F)c2F)n1 returned V-ATPase pH 0, Keap1 Nrf2 FP -7, RTF Ca sens act 3, OPRM1-OPRD1 ag -0.6, Arr AP2 block 5, MOR-DOR inv ag 3, Pemphigus Ab inh 110, LANA DNA inh 0.6 and Cardiac RTF inh -20.
For CC(C)C(C(=O)Nc1nccs1)N1C(=O)c2ccccc2C1=O (centres undefined) the results were V-ATPase pH -4, Keap1 Nrf2 FP -5, RTF Ca sens act 7, OPRM1-OPRD1 ag 1.7, Arr AP2 block 4, MOR-DOR inv ag -9, Pemphigus Ab inh 101, LANA DNA inh 0.9, Cardiac RTF inh -8 and Wnt act -7.
For CCCCn1c(N)c(N(CC)C(=O)C2CCCC2)c(=O)[nH]c1=O the results were V-ATPase pH -7, Keap1 Nrf2 FP 7, RTF Ca sens act 1, OPRM1-OPRD1 ag -2.5, Arr AP2 block -5, MOR-DOR inv ag 10, Pemphigus Ab inh 96, LANA DNA inh 0.6, Cardiac RTF inh -8 and Wnt act -2.
Screening CCn1cc(C(=O)NCC(=O)NCCCN2CCOCC2)c(=O)c2cc3c(cc21)OCO3 returned V-ATPase pH 1, Keap1 Nrf2 FP -2, RTF Ca sens act 1, OPRM1-OPRD1 ag -0.8, Arr AP2 block -17, MOR-DOR inv ag 4, LANA DNA inh 0.7, Cardiac RTF inh -3 and Wnt act 0.

Quoted at random: two entries already listed, in no set order.
For CCCCn1c(N)c(N(CC)C(=O)C2CCCC2)c(=O)[nH]c1=O the results were V-ATPase pH -7, Keap1 Nrf2 FP 7, RTF Ca sens act 1, OPRM1-OPRD1 ag -2.5, Arr AP2 block -5, MOR-DOR inv ag 10, Pemphigus Ab inh 96, LANA DNA inh 0.6, Cardiac RTF inh -8 and Wnt act -2.
CCc1cc(=O)oc2cc(C)cc(OCC(=O)NC3CC3)c12 was read as V-ATPase pH 1, Keap1 Nrf2 FP -1, RTF Ca sens act -7, OPRM1-OPRD1 ag -2.8, Arr AP2 block 8, MOR-DOR inv ag 15, Pemphigus Ab inh 97, LANA DNA inh -0.7, Cardiac RTF inh -4 and Wnt act 2.

Carrying on.
Screening CCOC(=O)c1nc(C(=O)NCc2ccc(C)cc2)nc2ccccc12 returned V-ATPase pH -4, Keap1 Nrf2 FP 0, RTF Ca sens act -1, OPRM1-OPRD1 ag -2.5, Arr AP2 block -4, MOR-DOR inv ag 14, Pemphigus Ab inh 100, LANA DNA inh 1.7, Cardiac RTF inh -4 and Wnt act -1.
`CN1OC[C@@H]2CN[C@H](c3cccc(-c4cc(Cl)cc(Cl)c4)c3)C[C@@H]21` gave V-ATPase pH 0, Keap1 Nrf2 FP -3, RTF Ca sens act -7, OPRM1-OPRD1 ag -3.0, Arr AP2 block 32, MOR-DOR inv ag 14, Pemphigus Ab inh 103, LANA DNA inh 2.4, Cardiac RTF inh -2 and Wnt act -1.
Screening Cc1nnc(NC(=O)C2CC(=O)N(c3ccccc3)C2)s1 (centres undefined) returned V-ATPase pH 0, Keap1 Nrf2 FP -1, RTF Ca sens act -5, OPRM1-OPRD1 ag -1.2, Arr AP2 block -5, MOR-DOR inv ag 8, LANA DNA inh 0.4, Cardiac RTF inh 2 and Wnt act 2.
`COc1ccc(-c2nc(SC)n(C(=O)c3ccco3)n2)cc1` gave V-ATPase pH -1, Keap1 Nrf2 FP -3, RTF Ca sens act 0, OPRM1-OPRD1 ag 0.2, Arr AP2 block 4, MOR-DOR inv ag -2, Pemphigus Ab inh 112, LANA DNA inh 0.3 and Cardiac RTF inh 9.
`COCCNC(=O)CSc1nc2c(n1-c1ccccc1)CCCC2` gave V-ATPase pH -3, Keap1 Nrf2 FP 3, RTF Ca sens act -5, OPRM1-OPRD1 ag -1.3, Arr AP2 block 0, MOR-DOR inv ag 8, Pemphigus Ab inh 112, LANA DNA inh -1.6, Cardiac RTF inh -20 and Wnt act -2.
Screening N#Cc1cnn2c(C(F)(F)F)cc(-c3ccccc3)nc12 returned V-ATPase pH 3, Keap1 Nrf2 FP -1, RTF Ca sens act 2, OPRM1-OPRD1 ag 1.1, Arr AP2 block -7, MOR-DOR inv ag -5, Pemphigus Ab inh 119, LANA DNA inh 1.0, Cardiac RTF inh 2 and Wnt act 0.
Screening C=CC[C@H](CC(=O)N(CCO)Cc1ccccc1)C(=O)NCCOC(=O)[C@@H](CC=C)CC(=O)OC(C)(C)C returned V-ATPase pH 7, Keap1 Nrf2 FP -8, RTF Ca sens act 3, OPRM1-OPRD1 ag -0.7, MOR-DOR inv ag 4, Pemphigus Ab inh 107, LANA DNA inh 1.6, Cardiac RTF inh -18 and Wnt act 13.
